# Bioassay records from PubChem BioAssay.
# GSIS activator – GLuc luminescence reporter in INS-1E cells, primary screen for activators of glucose-dependent secretion of insulin. INS-1E GLuc reporter insulin secretion, 2-3 h. AID 743287, 2014. activation, % at 16.6 µM. hit rate 0.61% among 370,000;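 active = lowest replicate activation of at least 40%, so every replicate reaches that level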;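 note: 0% = median of neutral control wells and 100% = median of IBMX positive control wells; some compounds called inactive have numbers as strong as hits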
# PGC1a acetyl inh – inhibitors of PGC1a acetylation signal, primary screen, cell-based, U2OS, AlphaScreen, inhibitor mode | AlphaScreen anti-acetyl-lysine; with virally co-expressed GCN5 acetyltransferase | AID 651687, 2012 | inhibition, % at 15.6 µM | hit rate 0.17% among 350,000;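 active = every replicate shows inhibition of at least 40%; inconclusive = mean inhibition at least 40% but some replicate below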;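 note: 0% = neutral control wells and 100% = positive control wells; some results beyond the cut were filed as inactive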
# miR-122 sensor – miR-122 Renilla sensor signal increase in Huh7, primary screen, miR-122 inhibitor project, cell-based, single point, plate reader. AID 602342, 2012. activation (reporter increase), % at 12.5 µM. Huh7 miR-122 Renilla luciferase sensor, 48 h; neutral wells = 0, positive control = 100. hit rate 0.3% among 340,000;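 active = mean replicate activation score at least 90 and every replicate individually at or above 90; inconclusive = only one of the two criteria met; inactive = neither criterion met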;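 note: higher luciferase means less miR-122 activity so hits act as miR-122 inhibitors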
# Cneo AK release – Cryptococcus neoformans cell lysis inducers, primary screen, AK release luminescence, single concentration | lysis activity, % at 15 µM | C. neoformans lysis, adenylate kinase release luminescence, 4 h; normalised: neutral wells 0, clomiphene wells 100 | hit rate 0.2% among 360,000 | AID 651654, 2012;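 active = mean lysis activity across replicates of at least 80%, whatever share of replicates individually reach that level; inactive = mean lysis activity below 80%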
#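 Material – Cryptococcus neoformans yeast cells · Quantity – 5 × 10^6 yeast cells/mL · Buffer or medium – YPD medium · Compound – single dose · Timing – 4 h static compound exposure, 37 °C, read 1 h post-reagent · Signal – adenylate kinase release luminescence · Read-out basis – lysis from increased AK signal · Benchmarks – Clomiphene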
# F508del corr – F508del CFTR correction, initial screen, CFBE line, single point | activity (quench increase), % at 7.58 µM | hit rate 0.36% among 350,000 | CFBE cells, YFP halide quenching; stimulated with forskolin plus potentiator P3; % fluorescence drop versus neutral controls;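 active = mean added fluorescence quench of at least 8% versus neutral control, with both replicates also reaching 8%; inconclusive = only one of the mean or replicate conditions met; inactive = mean below 8% and not both replicates reaching 8%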;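 note: cells transiently co-express mutant CFTR-F508del with the halide-sensitive YFP; corrector assay measuring rescue of mutant channel to the surface after 24 h compound exposure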
# PglD DTNB – C. jejuni PglD acetyltransferase inhibitors, primary screen, biochemical, DTNB colorimetric, single point; hit rate 0.098% among 360,000; inhibition, % at 12.5 µM; UDP-N-acetylbacillosamine N-acetyltransferase PglD (Campylobacter jejuni); purified PglD enzyme, DTNB colorimetric CoA detection; AID 602405, 2012; in the data active = inhibition above about 16%, passing the limit was not always enough; inconclusive = no clear call, values can overlap the other calls; note: strong numbers were not always called active
# Statin myotox sup – suppressors of statin myotoxicity in C2C12 myotubes, primary screen, cell-based, single point, plate reader | C2C12 myotubes + simvastatin, ATP luminescence, 48 h; scaled: DMSO 0, geranylgeraniol control 100 | rescue of ATP level, % at 7.49 µM | hit rate 0.78% among 330,000 | AID 602340, 2012;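 active = mean ATP rescue above about 67%, or every replicate alone reaching that limit, limit read from the data, passing the limit was not always enough; inconclusive = no clear call, values can overlap the other calls; inactive = mean under the limit and some replicate under it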;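 note: myotubes were challenged with 10 µM simvastatin during compound exposure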
# FN deposit inh – inhibitors of fibronectin matrix deposition, primary screen, AH1F cells, Alexa488-fibronectin fluorescence, plate reader; hit rate 0.086% among 350,000; inhibition, % at 12.6 µM; AH1F fibroblasts, overnight;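 active = mean inhibition across replicates of 30% or more, regardless of how many single replicates reach that level; inconclusive = mean under 30% yet at least half of replicates reach 30%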;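 note: positive control wells lacked labelled fibronectin entirely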
#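 Material – AH1F fibroblast monolayer, labelled fibronectin deposition · Reagent – labelled fibronectin 24 nM · Timing – 1 h adhesion, overnight exposure · Measured by – fluorescence at 485 nm excitation, 525 nm emission · Read-out – inhibition of fibronectin deposition signal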
# Starred values were filed as active, the others as inactive; u = inconclusive; x = no result given; & = joins results of further samples; [ ] = remark or other dose.
SMILES,GSIS activator,PGC1a acetyl inh,miR-122 sensor,Cneo AK release,F508del corr,PglD DTNB,Statin myotox sup,FN deposit inh
CO[C@@H]1CN(C)C(=O)c2ccc(NS(=O)(=O)c3ccccc3)cc2OC[C@@H](C)N(C(=O)NC(C)C)C[C@H]1C,-3,0,-2[16.7 µM],53,1.2,0,-2,0
C[C@@H]1CN([C@@H](C)CO)S(=O)(=O)c2ccc(C#CC3(O)CCCC3)cc2O[C@H]1CN(C)C(=O)Nc1cccc(F)c1,-16,-5,9[16.7 µM],-4,-2.9,1,-142,4
Cc1ccc([N+](=O)[O-])cc1NC(=O)/C=C/C(=O)O,-10,0,19,0,1.6,6,13,-7
Cc1nc(/C(N)=N/OC(=O)Cc2ccccc2)no1,7,21,-1,x,-0.5,x,x,-7
Cc1ccc(N(C)S(=O)(=O)c2cccc(C(=O)NNC(=O)c3ccncc3)c2)cc1,-31,0,4,1,-1.3,0,10,-6
O=S(=O)(Nc1ccc(F)cc1)c1ccc(NS(=O)(=O)c2cccs2)cc1,-11,x,3,0,1.3,-1,-4,-2
O=C(O)c1cc(-c2cccc([N+](=O)[O-])c2)n[nH]1,10,-1,-3,23,-1.8,-1,11,x
Cc1nn(C)c(C)c1NC(=O)CN1CCC(O)(c2ccc3c(c2)OCO3)CC1,x,2,-7,1,x,-2,-7,x
COc1ccccc1Cn1c(=O)oc2ccccc21,43*,x,-6,-1,0.0,2,-3,-4
CCOC(=O)CSc1nc2cc(C(=O)NCC3CCCO3)ccc2c(=O)n1Cc1ccco1 (stereo not given),x,-14,17,1,x,-3,4,8
CCOc1ccccc1N(C)C(=O)Cn1ncc2c([nH]c3ccccc32)c1=O,11,0,1,0,-0.7,4,-10,-18
COc1ccccc1NC(=O)C(C)n1cnc2c(oc3nc4c(cc32)CCCC4)c1=O (stereo not given),-16,-7,-2,-4,-1.3,-1,2,-16
O=C(Nc1cccc(F)c1)N1CCCCN2[C@H](CO)[C@H](c3ccc(C#Cc4ccccc4)cc3)[C@@H]2C1,-2,10,4[16.7 µM],0,6.4,2,x,x
Cc1nc([N+](=O)[O-])c(Sc2nc3ccccc3[nH]2)n1Cc1ccccc1,-18,x,6,1,x,-3,x,9
C/C(=N\NC(=O)CC1N=C(Cc2ccccc2)NNC1=O)c1ccc(Cl)cc1Cl (stereo not given),142*,x,-2,4,x,2,-4,x
C[C@@H]1CN([C@H](C)CO)C(=O)Cc2cc(NS(=O)(=O)c3cccs3)ccc2O[C@H]1CN(C)C(=O)Nc1ccc2c(c1)OCO2,-4,3,2[16.7 µM],51,-0.9,3,-27,x
COc1ccc(C#Cc2ccc3c(c2)O[C@H](CN(C)C(C)=O)[C@@H](C)CN([C@@H](C)CO)S3(=O)=O)cc1,8,11,41[16.7 µM],98*,2.0,3,-10,-5
N#CCCN(C(=O)COC(=O)CCC(=O)c1ccc(F)cc1)c1ccccc1,1,7,x,-2,-2.3,-2,-2,x
COc1ccc(S(=O)(=O)N2CCCCC2c2cc(C(=O)NCc3ccccc3)no2)cc1 (stereo not given),22,-13,7,-2,-1.2,-2,-3,-5
CSCCC(NC(=O)c1ccco1)C(=O)OCC(=O)N(Cc1ccccc1)C(C)(C)C (stereo not given),-20,x,x,-1,0.2,-3,-4,-16
O=C(CCn1c(=O)[nH]c2ccccc2c1=O)N1CC=C(c2ccccc2)CC1,21,0,-2,-4,0.2,2,-9,0
C[C@@H]1CN([C@@H](C)CO)C(=O)c2cc(NC(=O)C3CCCCC3)ccc2O[C@@H](C)CCCCO[C@H]1CN(C)C(=O)CCCN(C)C,17,-2,8[16.7 µM],-3,0.0,-1,x,x
COCCNC(=O)C1(C)CCCN(Cc2cc3ccccc3o2)C1 (stereo not given),10,1,7,-1,0.5,-18,4,2
C=CCc1cc(Cl)ccc1OCCNCCCOC,2,x,-2,7,x,1,x,18
Nc1ccc(S(=O)(=O)N2CCCC2C(=O)O)cc1 (stereo not given),10,-5,1,x,-2.5,x,3,-1
CC1CCCC(NC(=S)NC(=O)c2ccccc2Br)C1C (stereo not given),-7,8,-1,26,x,-1,-9,1
O=C(COC(=O)Cn1ccc(=O)[nH]c1=O)Nc1ccc(F)cc1,x,8,1,-1,-0.1,4,5,x
CC(C)NC(=O)N(C)C[C@@H]1Oc2ccc(NS(=O)(=O)c3ccc(F)cc3)cc2C(=O)N([C@H](C)CO)C[C@@H]1C,4,17,-5[16.7 µM],-1,-1.8,0,-5,-1
Cc1cccc(S(=O)(=O)N2CN(CC3CCCO3)c3nc4ccccc4nc32)c1 (stereo not given),-15,4,1,-1,1.6,-4,12,-3
COc1cccc(S(=O)(=O)N[C@@H]2CC[C@@H](CCNC(=O)Cc3ccncc3)O[C@@H]2CO)c1,14,-1,x,-2,-0.4,2,-6,8
O=C(Cn1cnc2c(NCc3ccccc3)ncnc21)NCc1ccc2c(c1)OCO2,2,1,2,0,0.0,0,-5,6
O=C1C=C(c2ccccc2)C(O)(c2ccccc2)C1 (stereo not given),4,x,1,0,-0.8,-2,12,x
COc1ccc(S(=O)(=O)Nc2ccc3c(c2)C(=O)N([C@@H](C)CO)C[C@H](C)[C@@H](CN(C)S(=O)(=O)c2cn(C)cn2)O3)cc1,13,5,3[16.7 µM],-3,-1.3,0,-3,x
COc1ccc(S(=O)(=O)Nc2ccc3c(c2)CC(=O)N([C@@H](C)CO)C[C@H](C)[C@@H](CN(C)Cc2ccc(C(F)(F)F)cc2)O3)cc1,-22,1,-12[16.7 µM],1,3.4,-2,u,-13
Cc1ccc(S(=O)(=O)Nc2ccc3c(c2)CC(=O)N([C@@H](C)CO)C[C@H](C)[C@H](CN(C)S(=O)(=O)c2ccc(F)cc2)O3)cc1,-6,4,0[16.7 µM],50,1.1,-1,-2,x
CN1C(=O)c2cc(NC(=O)c3ccc4c(c3)OCO4)ccc2OC[C@H]2O[C@H](CC(=O)O)CC[C@H]21,15,-7,17[16.7 µM],2,-2.0,1,-4,3
Cc1ccc(S(=O)(=O)c2nc(-c3ccccc3)oc2NCc2cccnc2)cc1,x,-2,47,-1,x,3,16,x
Cn1c(NCCCO)nc2c(c1=O)C1(CCCCC1)Cc1ccccc1-2,x,-23,-2,-1,x,7,x,x
CCOC(=O)N1CCN(C(=O)C(NC(=O)c2ccco2)C(C)C)CC1 (stereo not given),4,8,-6,3,0.4,4,8,0
Cc1cnc(NC(=O)C2=C(O)c3ccccc3S(=O)(=O)N2C)s1,10&-4,-1&1&-5&-6,-2&3&5&-3,0&0&4&1,-0.5&-0.4&-1.4&0.4,-3&-3&2&-3,0&-3&-3&0,2&1&18&2
Cc1noc(C)c1NC(=O)N(C)C[C@H]1Oc2ccc(NC(=O)Nc3ccccc3)cc2CC(=O)N([C@@H](C)CO)C[C@@H]1C,2,-5,-3[16.7 µM],-1,-0.3,0,-14,-1
CSc1nc(NC(C)(C)C)nc(Oc2ccc(=O)n(C)n2)n1,x,-10,6,2,x,6,0,-7
CCOC(=O)c1c(-c2ccc3ccccc3c2)csc1NC(=O)CCCC(=O)O,-9,x,3,x,1.5,x,-3,-1
CCn1c(COc2ccc(=O)n(-c3ccccc3)n2)nnc1SCC(=O)OC,10,-6,-4,-2,0.3,3,-4,-10
Cc1csc2c(N3CCN(C(=S)Nc4ccc(F)cc4F)CC3)ncnc12,-38,x,2,-4,x,14,-2,-4
Cc1ccc2nc(-c3ccc(NC(=O)CN4C(=O)c5ccccc5C4=O)cc3)sc2c1,37,-5,-6,-10,x,-1,x,-5
CCOC(=O)c1cc(NC(=O)NC2CCCCC2)c(C)nc1C,-9,x,x,-2,-3.8,-4,-6,1
O=C(Cn1cnc2c(nnn2Cc2ccc(Cl)cc2)c1=O)N1CCCc2ccccc21,7,7,2,1,5.6,-1,15,x
CN(C)CC(=O)N[C@H]1CC[C@H](CCNC(=O)Nc2ccc(Cl)cc2)O[C@H]1CO,6,-56,x,0,-1.3,0,-1,4
C=CCn1c(SCC(=O)Nc2c(C)cccc2C)nnc1-c1cnccn1,x,x,-15,-1,x,5,20,6
Cc1ccc(C2C(C#N)=C(N)Oc3c2c(=O)n(C)c(=O)n3C)cc1 (stereo not given),6,-9,2,-2,x,-5,26,x
O=C(c1ccc(Cl)cc1)c1ccc(OCC(O)CN2CCOCC2)cc1 (stereo not given),x,-10,-1,2,x,-7,7,x
Cc1ccc(C(C(=O)NC2CCCC2)N2CCCC(C)C2)cc1 (stereo not given),3,-4,-4,-2,0.3,-1,3,-11
O=C(NC1CCCc2c1cnn2-c1ccccc1F)c1ccncc1 (stereo not given),-13,x,-24,0,-1.7,-2,-9,5
CCCCc1cc(=O)oc2cc(OS(C)(=O)=O)ccc12,x,-1,0,0,x,-6,x,18
COc1cc(-c2cc(-c3ccc(N)cc3)[nH]c(=O)c2C#N)cc(OC)c1OC,7,12,-19,-1,1.0,4,-7,0
COc1ccc(S(=O)(=O)N(C)C[C@@H]2Oc3c(NC(=O)Nc4ccc(F)cc4)cccc3C(=O)N([C@H](C)CO)C[C@@H]2C)cc1,-10,4,4[16.7 µM],x,-2.9,x,19,x
Cc1ccnc(N/N=C/c2ccccc2)n1,-6,-11,0,-1,x,6,4,-1
COc1cc(C(=O)NCC(=O)OCC(=O)Nc2nnc(-c3ccccc3)o2)cc(OC)c1OC,16,12,4,0,0.3,-4,0,x
CCc1cc(/C(Cc2ccc3ccccc3n2)=N\O)c(O)cc1O,x,1,2,0,x,0,21,x
CC(=O)N1[C@H](Cc2ccccc2)C=C[C@]1(C)C(=O)NCc1ccc(C)o1,x,x,-12,0,x,-3,-3,x
CO[C@@H]1CN(C)C(=O)c2ccc(NC(=O)C3CCOCC3)cc2OC[C@H](C)N(CC2CC2)C[C@H]1C,-3,-23,x,-3,-1.6,4,0,-4

# 3 entries from above in another layout.
COc1cc(C(=O)NCC(=O)OCC(=O)Nc2nnc(-c3ccccc3)o2)cc(OC)c1OC
  GSIS activator: 16
  PGC1a acetyl inh: 12
  miR-122 sensor: 4
  Cneo AK release: 0
  F508del corr: 0.3
  PglD DTNB: -4
  Statin myotox sup: 0
  FN deposit inh: x
CCc1cc(/C(Cc2ccc3ccccc3n2)=N\O)c(O)cc1O
  GSIS activator: x
  PGC1a acetyl inh: 1
  miR-122 sensor: 2
  Cneo AK release: 0
  F508del corr: x
  PglD DTNB: 0
  Statin myotox sup: 21
  FN deposit inh: x
CC(=O)N1[C@H](Cc2ccccc2)C=C[C@]1(C)C(=O)NCc1ccc(C)o1
  GSIS activator: x
  PGC1a acetyl inh: x
  miR-122 sensor: -12
  Cneo AK release: 0
  F508del corr: x
  PglD DTNB: -3
  Statin myotox sup: -3
  FN deposit inh: x
